CDK5 p35 inh: blocks human CDK5/p35 kinase activity. actives 0.01% (n = 330,000). inhibition, % at 10 µM. Recombinant CDK5/p35, ADP-Glo luminescence, 60 min. AID 488839;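 active = highest replicate inhibition of at least 50% and at least 75% of replicates reaching 50%; inconclusive = only one of the two criteria met; inactive = both criteria failed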;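 note: plate controls were DMSO neutral control for no effect and GW8510 at 10 µM for full effect; many of its hits are not listed in these tables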
Target sequence (Q00535 whole entry, looked up): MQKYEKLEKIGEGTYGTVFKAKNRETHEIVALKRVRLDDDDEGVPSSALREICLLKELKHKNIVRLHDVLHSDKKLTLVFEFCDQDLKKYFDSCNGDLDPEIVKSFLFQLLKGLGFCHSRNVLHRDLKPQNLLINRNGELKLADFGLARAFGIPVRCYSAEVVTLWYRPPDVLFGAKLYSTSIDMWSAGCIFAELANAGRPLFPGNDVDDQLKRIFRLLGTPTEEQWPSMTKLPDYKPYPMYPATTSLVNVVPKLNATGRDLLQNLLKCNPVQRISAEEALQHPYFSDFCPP
Target sequence (Q15078 whole entry, looked up): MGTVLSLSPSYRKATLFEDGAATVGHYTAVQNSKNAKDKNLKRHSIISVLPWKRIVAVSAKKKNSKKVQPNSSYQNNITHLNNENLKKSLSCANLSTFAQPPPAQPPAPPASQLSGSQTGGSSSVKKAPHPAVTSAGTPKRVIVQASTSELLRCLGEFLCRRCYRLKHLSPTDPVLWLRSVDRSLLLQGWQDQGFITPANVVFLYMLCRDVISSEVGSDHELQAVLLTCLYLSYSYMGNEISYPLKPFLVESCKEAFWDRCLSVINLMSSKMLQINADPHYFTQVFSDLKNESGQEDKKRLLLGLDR
dFosB act: activators of mouse delta FosB homodimer; P13346; purified delta FosB, TAMRA-CDK5 oligo fluorescence polarization; percent of positive-control signal above neutral wells; activation, % at 25 µM; actives 0.99% (n = 340,000); AID 493131;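 active = mean activation above about 17%, with every replicate also reaching it, limit read from the data, passing the limit was not always enough; inconclusive = only one of the two conditions met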;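 note: fluorescence polarization rise as delta FosB binds a TAMRA Cdk5 AP-1 oligo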
Rtt109 Vps75: blocks Candida albicans Rtt109/Vps75 acetyltransferase activity | purified Rtt109/Vps75, ThioGlo CoA-SH fluorescence, 4 h | inhibition, % at 34.9 µM | actives 0.16% (n = 330,000) | AID 540336;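 active = inhibition of at least 50% in every replicate; inconclusive = best replicate reaches 50% inhibition but some replicates fall short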
Target sequence (Q5AAJ8 whole entry, looked up): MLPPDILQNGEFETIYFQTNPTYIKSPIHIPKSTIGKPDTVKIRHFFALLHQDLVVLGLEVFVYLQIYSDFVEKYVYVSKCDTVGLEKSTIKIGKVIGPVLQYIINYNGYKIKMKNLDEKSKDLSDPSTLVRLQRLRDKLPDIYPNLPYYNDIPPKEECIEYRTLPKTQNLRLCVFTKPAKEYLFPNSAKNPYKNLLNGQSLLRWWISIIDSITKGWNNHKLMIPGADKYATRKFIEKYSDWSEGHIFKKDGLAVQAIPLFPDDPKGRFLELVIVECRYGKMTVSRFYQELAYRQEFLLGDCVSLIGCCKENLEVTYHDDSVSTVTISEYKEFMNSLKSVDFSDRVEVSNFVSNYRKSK
CAL PDZ FP-1: inhibitors of human CAL PDZ peptide binding. Q9HD26. purified CAL PDZ, TMR-peptide fluorescence polarization, 1 h. inhibition, % at 20 µM. actives 0.02% (n = 330,000). AID 504414;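 active = highest replicate inhibition of at least 40%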;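 note: plate controls were DMSO neutral control wells for no effect and unlabeled competitor peptide control wells for full effect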
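Material: tagged CAL PDZ domain; buffer or medium: 25 mM sodium phosphate pH 7.4, 150 mM NaCl, TCEP, IgG, Thesit; compound dosing: single point, 20 µM; schedule: 1 h incubation at room temperature before polarization reading; measured by: FP readout, S and P plane fluorescence; read-out basis: percent inhibition from loss of millipolarization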
MITF TRPM1 HTS: MITF TRPM1 promoter activation in melanoma cells | activation, % at 12.5 µM | actives 0.75% (n = 300,000) | SK-MEL-5 TRPM1-promoter luciferase, 24 h; % of positive control, neutral wells = 0;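 active = mean activation of at least 80% with every replicate also reaching 80%; inconclusive = mean reaches 80% but some replicate falls short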;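 note: 0% = neutral control wells and 100% = parthenolide positive control wells; values of inactives mirror those of a sister screen read the other way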
cardiac RTF act: cardiac RTF calcium sensitization; P19429+P45379; IANBD-labeled TnC RTF fluorescence at EC20 calcium; 0% EC20 calcium, 100% full calcium; activation, % at 7.2 µM; AID 493008; actives 0.24% (n = 340,000);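 active = activation above the mean over all tested compounds plus 3 SD, cut at about 30% in these data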;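 note: rise in fluorescence read as greater calcium sensitivity of cardiac thin filaments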
Wnt act: activates Wnt/beta-catenin signaling in a reporter cell assay; activator, plate reader; activation, % at 9.35 µM; actives 1.2% (n = 300,000); AID 743398; in the data active = activation above about 30%, passing the limit was not always enough; inconclusive = no clear call, values can overlap the other calls;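 note: 0% = neutral control wells and 100% = positive control wells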
CAL PDZ FP-2: CAL PDZ (human) peptide binding inhibition | AID 602252 | Q9HD26 | inhibition, % at 24.9 µM | actives 0.92% (n = 300,000) | purified CAL PDZ, TMR-peptide fluorescence polarization, 1 h;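 active = mean inhibition of at least 30% with at least half of replicates also reaching 30%; inconclusive = no clear call, values can overlap the other calls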;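 note: 0% = DMSO neutral control and 100% = excess unlabeled competitor peptide PRC23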
Tat export inh: inhibitors of E. coli Tat protein transport | E. coli MC4100 TorA-mCherry Tat export, fluorescence | inhibition, % at 10 µM | actives 0.036% (n = 340,000) | AID 488895;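 active = mean replicate inhibition at least 50% and at least half of replicates individually reaching 50%; inconclusive = only one of the two criteria met; inactive = neither criterion met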;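 note: exported cargo escapes ClpAP degradation while cytoplasmic cargo is degraded and loses fluorescence; 0% = median of neutral control wells and 100% = median of NaSCN control wells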
V-ATPase pHluor: regulators of yeast V-ATPase proton transport; response, % at 10 µM; actives 0.37% (n = 350,000); S. cerevisiae, pHLuorin cytosolic pH fluorescence; in the data active = response mostly above about 7.3%, no sharp cut-off; inactive = mostly below about 5.4%; note: actives read high; inactives centre near 0; some compounds called inactive have numbers as strong as hits; reference of the scale not given here
* = called active by the depositor; ? = inconclusive; nt = no result given.

1: Cc1ccc(O)c(C(=O)c2cnn(C(=O)Cc3csc(C)n3)c2)c1
2: Cc1cccc(NC(=O)CSCC(=O)N2CCN(Cc3ccc4c(c3)OCO4)CC2)c1
3: CCC(=O)NNc1ccc(Br)cc1
4: O=C(Nc1ccc(F)cc1)Nc1ccc2c(c1)CCC2
5: Fc1ccc(-c2csc3ncnc(Cl)c23)cc1
6: COc1cccc(CNc2ccc3c(c2)ncn3C(C)C)c1OC

Screen / compound no.,1,2,3,4,5,6
cardiac RTF act,-2,-5,2,0,10,-4
Wnt act,nt,9,1,?,-3,12
V-ATPase pHluor,-2,0,-1,3,-1,-1
Rtt109 Vps75,6,26,nt,3,3,6
Tat export inh,-14,-6,3,3,4,-2
MITF TRPM1 HTS,26,-2,8,?,6,nt
CAL PDZ FP-1,-1.4,-3.4,-0.6,-0.6,-3.7,-0.7
CAL PDZ FP-2,-2,-3,-2,-3,-5,nt
CDK5 p35 inh,0.2,0.7,-2.5,-0.9,-1.9,-1.3
dFosB act,-17,-4,-2,7,3,2

7: Clc1ccc(-n2ncc3c(NCc4ccccn4)ncnc32)cc1
8: COc1ccccc1CCNC(=O)c1nc(-c2cccs2)no1
9: O=C(NCc1cccnc1)Nc1ccc(Br)cc1
10: CCN(CC)CCCNc1nc(CN2CCOCC2)nc2sc3c(c12)CCC3
11: C/C(=N\O)C1/C(=N/O)CC2C1C2(C)C (configuration not stated)
12: Nc1ccc(O)c(-c2nc3ccccc3s2)c1

Screen / compound no.,7,8,9,10,11,12
cardiac RTF act,0,-7,-7,5,2,-14
Wnt act,27,?,6,-2,nt,2
V-ATPase pHluor,5,0,-4,2,3,0
Rtt109 Vps75,12,nt,-5,5,-2,-5
Tat export inh,5,14,-4,1,-5,1
MITF TRPM1 HTS,38,53,26,17,-9,1
CAL PDZ FP-1,-1.5,-2.6,-1.0,-1.6,-0.2,nt
CAL PDZ FP-2,0,-3,0,-3,-1,-3
CDK5 p35 inh,0.9,-5.4,-0.6,-3.6,1.3,1.2
dFosB act,-5,-4,3,-5,-8,-1

13: Cc1cc(Cl)ccc1OCCCC(=O)NNC(=O)c1ccncc1
14: COc1ccc(C(C)=O)cc1CSc1nc2ccccc2c(=O)n1-c1ccccc1C
15: COc1cccc(CNC(=O)CSc2ccc(-c3ccccn3)nn2)c1
16: Cc1ccccc1NS(=O)(=O)c1ccc(NC(=O)c2ccco2)cc1
17: COc1ccc(Cl)cc1C(=O)NNC(=O)CSc1nncn1C
18: O=C(O)COc1ccc(/C=N/NC(=O)c2cn(-c3ccccc3)nc2-c2ccccc2)cc1

Screen / compound no.,13,14,15,16,17,18
cardiac RTF act,0,4,-2,4,5,6
Wnt act,0,-1,1,nt,-4,1
V-ATPase pHluor,0,1,6,2,2,2
Rtt109 Vps75,15,9,28,-1,2,4
Tat export inh,-5,6,1,-1,3,1
MITF TRPM1 HTS,7,-12,-7,-4,-10,-8
CAL PDZ FP-1,-1.0,-0.7,-2.3,-2.4,0.3,-2.7
CAL PDZ FP-2,-2,-3,7,-6,-1,-6
CDK5 p35 inh,0.9,-0.7,2.2,-0.8,2.2,-2.2
dFosB act,-9,-6,-5,-10,7,-21

19: CC(C)(C)NC(=O)Cn1nnc(-c2ccccc2Cl)n1
20: CN(C)CC/C=C1\c2cc(Cl)ccc2Sc2cc(F)c(F)cc21
21: O=C(NC1CCCCCCC1)C1CCCN(S(=O)(=O)c2cnc[nH]2)C1 (configuration not stated)
22: CC(C)NC(=O)c1ccccc1NC(=O)Cc1ccc(Br)cc1
23: O=[N+]([O-])c1cc(Br)ccc1C[n+]1ccccc1
24: O=C(Nc1ccnn1C1CCN(Cc2ccc(F)cc2)CC1)C1CC1

Screen / compound no.,19,20,21,22,23,24
cardiac RTF act,1,1,-5,7,1,0
Wnt act,17,5,-5,-4,-1,-2
V-ATPase pHluor,3,3,2,-5,1,3
Rtt109 Vps75,1,32,1,11,3,-3
Tat export inh,-1,-16,0,7,-1,-2
MITF TRPM1 HTS,55,nt,16,-12,-1,-3
CAL PDZ FP-1,-2.3,-4.7,0.1,0.7,-6.0,0.0
CAL PDZ FP-2,0,0,1,-2,5,nt
CDK5 p35 inh,-1.0,-0.5,0.6,1.0,-0.1,0.5
dFosB act,-1,-2,-3,-7,-4,3

25: O=c1c2cn[nH]c2nc(SCc2ccccc2F)n1-c1ccc(Br)cc1
26: CC(C)(C)c1cc(CCC(=O)N2CCNCC2)c(C(C)(C)C)cc1O
27: c1csc(C2=Nn3c(nnc3-c3ccncc3)SC2)c1
28: C/C(=N\O)c1ccc2[nH]ccc2c1
29: NS(=O)(=O)c1ccc(NC(=S)N2CCCC2)cc1
30: O=C1c2ccccc2NC(c2ccccc2)N1NS(=O)(=O)c1ccccc1 (configuration not stated)

Screen / compound no.,25,26,27,28,29,30
cardiac RTF act,-4,1,-5,8,-5,5
Wnt act,-3,-3,-7,nt,-1,-1
V-ATPase pHluor,-4,-1,-3,3,0,0
Rtt109 Vps75,9,-6,-1,4,-4,-7
Tat export inh,7,2,1,-11,-6,-8
MITF TRPM1 HTS,6,nt,15,36,5,-5
CAL PDZ FP-1,-3.3,nt,0.0,0.4,1.5,-0.1
CAL PDZ FP-2,-1,-2,-2,-3,-3,-4
CDK5 p35 inh,-0.3,0.9,0.9,0.6,-0.3,2.9
dFosB act,-10,-9,-1,8,-5,0

31: Cc1ccc(-c2nnc(N3CCCCC3)c3ccccc23)cc1
32: CSc1nc(NC(C)(C)C)nc(N2CCOCC2)n1
33: Cn1c(SCC(=O)N/N=C/c2ccccn2)nnc1-c1ccccc1
34: CCOC(=O)c1c(C)nc2ccc(C)cn12
35: CCCN1CCC(=NNC(=O)CSc2cc(C)c(Br)cc2C)CC1
36: C/C(=N\OCC(=O)Nn1c(=O)[nH]c2ccccc2c1=O)c1ccccc1

Screen / compound no.,31,32,33,34,35,36
cardiac RTF act,-5,2,6,0,4,0
Wnt act,0,nt,2,1,-8,-2
V-ATPase pHluor,-4,3,4,-1,0,-2
Rtt109 Vps75,14,nt,0,7,-12,-5
Tat export inh,9,-1,8,-14,15,-2
MITF TRPM1 HTS,4,-4,-12,10,-1,2
CAL PDZ FP-1,-1.6,-1.5,0.2,0.0,-0.6,-1.2
CAL PDZ FP-2,-7,-4,-4,-1,4,-2
CDK5 p35 inh,0.1,-1.0,-2.0,0.7,1.1,0.3
dFosB act,-10,0,-4,2,-12,5

Reformatted with values under each structure: 14 of the compounds above.
Fields: cardiac RTF act	Wnt act	V-ATPase pHluor	Rtt109 Vps75	Tat export inh	MITF TRPM1 HTS	CAL PDZ FP-1	CAL PDZ FP-2	CDK5 p35 inh	dFosB act
(22) CC(C)NC(=O)c1ccccc1NC(=O)Cc1ccc(Br)cc1
  7	-4	-5	11	7	-12	0.7	-2	1.0	-7
(23) O=[N+]([O-])c1cc(Br)ccc1C[n+]1ccccc1
  1	-1	1	3	-1	-1	-6.0	5	-0.1	-4
(24) O=C(Nc1ccnn1C1CCN(Cc2ccc(F)cc2)CC1)C1CC1
  0	-2	3	-3	-2	-3	0.0	nt	0.5	3
(25) O=c1c2cn[nH]c2nc(SCc2ccccc2F)n1-c1ccc(Br)cc1
  -4	-3	-4	9	7	6	-3.3	-1	-0.3	-10
(26) CC(C)(C)c1cc(CCC(=O)N2CCNCC2)c(C(C)(C)C)cc1O
  1	-3	-1	-6	2	nt	nt	-2	0.9	-9
(27) c1csc(C2=Nn3c(nnc3-c3ccncc3)SC2)c1
  -5	-7	-3	-1	1	15	0.0	-2	0.9	-1
(28) C/C(=N\O)c1ccc2[nH]ccc2c1
  8	nt	3	4	-11	36	0.4	-3	0.6	8
(29) NS(=O)(=O)c1ccc(NC(=S)N2CCCC2)cc1
  -5	-1	0	-4	-6	5	1.5	-3	-0.3	-5
(30) O=C1c2ccccc2NC(c2ccccc2)N1NS(=O)(=O)c1ccccc1 (configuration not stated)
  5	-1	0	-7	-8	-5	-0.1	-4	2.9	0
(31) Cc1ccc(-c2nnc(N3CCCCC3)c3ccccc23)cc1
  -5	0	-4	14	9	4	-1.6	-7	0.1	-10
(32) CSc1nc(NC(C)(C)C)nc(N2CCOCC2)n1
  2	nt	3	nt	-1	-4	-1.5	-4	-1.0	0
(33) Cn1c(SCC(=O)N/N=C/c2ccccn2)nnc1-c1ccccc1
  6	2	4	0	8	-12	0.2	-4	-2.0	-4
(34) CCOC(=O)c1c(C)nc2ccc(C)cn12
  0	1	-1	7	-14	10	0.0	-1	0.7	2
(35) CCCN1CCC(=NNC(=O)CSc2cc(C)c(Br)cc2C)CC1
  4	-8	0	-12	15	-1	-0.6	4	1.1	-12

The list continues.
37: O=C(C[n+]1ccc2ccccc2c1)c1ccccc1
38: CCOC(=O)c1cc2c(c(CCO)n1)[C@@H](CCO)N(S(=O)C(C)(C)C)C2 (some centres not stated)
39: O=C(NCCOc1ccccc1Cl)C(=O)NCCOc1ccccc1Cl
40: Cc1nnc(-c2ccc(N3CCOCC3)c([N+](=O)[O-])c2)o1
41: O=C(CCC(=O)N(CC(=O)NC1CCCCC1)c1ccc(F)cc1)Nc1ccccn1
42: CCOC(=O)C1CCN(C(=O)c2cccc(C(=O)N3CCC(C(=O)OCC)CC3)c2)CC1

Screen / compound no.,37,38,39,40,41,42
cardiac RTF act,2,-7,-5,5,-4,-1
Wnt act,28,-2,-2,nt,-1,0
V-ATPase pHluor,0,-2,1,1,5,-2
Rtt109 Vps75,7,-1,-2,3,?,-20
Tat export inh,-7,-7,0,0,-10,-3
MITF TRPM1 HTS,-8,-13,9,10,-4,13
CAL PDZ FP-1,-2.0,-0.5,-1.2,1.0,-1.2,-1.2
CAL PDZ FP-2,-2,-3,-2,nt,5,-4
CDK5 p35 inh,-0.3,-1.0,0.2,-0.3,-1.1,1.1
dFosB act,11,-1,-2,8,-1,-3

43: CCCCNC(=O)OCC(CC)NC(=O)OC(C)C (configuration not stated)
44: CCOC(=O)C1CCCN(Cc2ccccc2Cl)C1 (configuration not stated)
45: CCCCc1ccc(Nc2nc(N3CCOCC3)nc(N3CCOCC3)n2)cc1
46: C=CCSc1nc(O)c(CC)c(=O)n1C(C)CC (configuration not stated)
47: Cc1ccc(SCc2nc(N)nc(Nc3ccccc3C)n2)cc1C
48: Cc1cc(Cl)c(S(=O)(=O)N2CCCC2)cc1OCC(N)=O

Screen / compound no.,43,44,45,46,47,48
cardiac RTF act,0,0,-7,-4,-2,6
Wnt act,-3,0,-4,nt,-2,-4
V-ATPase pHluor,-5,-6,1,1,-4,3
Rtt109 Vps75,-4,-8,-7,-1,-2,50*
Tat export inh,12,-2,7,-2,3,2
MITF TRPM1 HTS,5,-6,-12,5,7,12
CAL PDZ FP-1,-0.4,-1.7,-2.1,-2.9,-0.7,0.9
CAL PDZ FP-2,-2,-3,1,0,-3,-1
CDK5 p35 inh,-2.0,-1.0,1.3,2.0,-1.6,-0.8
dFosB act,-3,1,-2,8,-5,-7

Bioassay records from PubChem BioAssay.
